Screens as filed in PubChem BioAssay.
ZTA counter: blocks Epstein-Barr virus ZTA, an EBNA-1 counter-screen. inhibition, % at 11 µM. 320,000 tested, 0.15% active. ZTA-DNA binding, fluorescence polarization; in the data active = inhibition above about 33%
PAD4 inh: blocks human protein arginine deiminase 4 | inhibition, % at 6.36 µM | Q9UM07 | AID 485272 | 330,000 tested, 0.41% active | recombinant PAD4, RCA probe fluorescence polarization;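 active = percent inhibition above a cutoff equal to the mean of all tested compounds plus 3 SD, cut at about 15% in these data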;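 also: 0% = PAD4 with RCA probe and DMSO and 100% = probe without PAD4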
Target sequence (Q9UM07 whole entry, looked up): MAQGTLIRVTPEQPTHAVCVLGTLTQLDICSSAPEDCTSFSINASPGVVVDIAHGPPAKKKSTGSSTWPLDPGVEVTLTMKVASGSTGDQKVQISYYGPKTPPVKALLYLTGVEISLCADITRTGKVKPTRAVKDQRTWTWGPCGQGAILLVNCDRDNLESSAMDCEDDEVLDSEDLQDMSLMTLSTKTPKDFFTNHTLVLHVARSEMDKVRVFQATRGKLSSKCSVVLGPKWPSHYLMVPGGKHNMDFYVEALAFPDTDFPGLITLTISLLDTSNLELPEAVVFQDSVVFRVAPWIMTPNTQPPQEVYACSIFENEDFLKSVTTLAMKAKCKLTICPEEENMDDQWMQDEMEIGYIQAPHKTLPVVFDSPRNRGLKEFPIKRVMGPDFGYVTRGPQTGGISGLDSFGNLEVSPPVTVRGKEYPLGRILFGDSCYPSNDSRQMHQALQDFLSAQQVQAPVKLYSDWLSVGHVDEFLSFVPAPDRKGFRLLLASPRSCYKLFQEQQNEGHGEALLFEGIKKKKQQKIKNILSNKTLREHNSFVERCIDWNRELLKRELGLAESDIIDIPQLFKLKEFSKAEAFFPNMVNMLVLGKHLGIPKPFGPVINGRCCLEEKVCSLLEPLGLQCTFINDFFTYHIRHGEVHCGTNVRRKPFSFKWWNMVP
EBNA-1 inh: blocks EBNA-1 binding to DNA; 300,000 tested, 0.34% active; inhibition, % at 14.8 µM; AID 1950; EBNA-1 DNA binding, fluorescence polarization; in the data active = inhibition above about 28%
PAFAH2 FP inh: inhibitors of human PAFAH2. recombinant PAFAH2, FP-rhodamine activity probe, fluorescence polarization. inhibition, % at 3.39 µM. 340,000 tested, 0.99% active. AID 492956;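 active = inhibition above the mean over all tested compounds plus 3 SD, cut at about 30% in these data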;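 also: inhibitors block probe labeling of enzyme so polarization drops; 0% = enzyme with DMSO and 100% = wells lacking PAFAH2 protein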
LYPLA2 counter: blocks human lysophospholipase 2, a PME1 counter-screen | inhibition, % at 5.9 µM | O95372 | 320,000 tested, 0.38% active | recombinant LYPLA2, FP-Rh probe fluorescence polarization;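 active = inhibition above the screen-wide mean plus 3 SD, limit set per campaign, cut at about 26% in these data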;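 also: 0% = LYPLA2 with DMSO and 100% = wells lacking LYPLA2 enzyme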
PAFAH1B3 inh: inhibitors of human PAFAH1B3; Q15102; recombinant PAFAH1B3, FP-rhodamine probe, fluorescence polarization; inhibition, % at 3.39 µM; 340,000 tested, 0.28% active; AID 492972;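 active = inhibition above the screen-wide average of all tested compounds plus 3 SD, cut at about 25% in these data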;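 also: 0% = enzyme with DMSO only and 100% = wells lacking PAFAH1B3 protein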
LYPLA1 counter: blocks human lysophospholipase 1, a PME1 counter-screen | 320,000 tested, 0.16% active | AID 2174 | inhibition, % at 5.9 µM | recombinant LYPLA1, FP-Rh probe fluorescence polarization;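 active = inhibition above the mean of all tested compounds plus 3 SD, set per campaign, cut at about 14% in these data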;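 also: inhibitors block serine hydrolase probe labeling of LYPLA1 so polarization falls; 0% = enzyme with DMSO and 100% = wells lacking LYPLA1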
Target sequence (O75608 whole entry, looked up): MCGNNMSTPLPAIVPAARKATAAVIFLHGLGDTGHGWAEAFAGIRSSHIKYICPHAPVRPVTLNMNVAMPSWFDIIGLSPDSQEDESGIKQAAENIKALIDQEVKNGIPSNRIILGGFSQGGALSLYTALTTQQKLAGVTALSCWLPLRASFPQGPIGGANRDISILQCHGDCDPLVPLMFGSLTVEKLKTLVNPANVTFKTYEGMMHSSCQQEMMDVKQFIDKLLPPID
PREPL inhibitor: inhibits the human prolyl oligopeptidase-like enzyme; inhibition, % at 5.96 µM; recombinant PREPL, fluorescence polarization activity-based probe; 320,000 tested, 0.68% active; in the data active = inhibition above about 43%;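 also: 0% = enzyme with DMSO and 100% = wells lacking enzyme; many of its hits are not listed in these tables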
GSTO1 inh: GSTO1 inhibition, counter-screen for RBBP9 inhibitors; P78417; recombinant GSTO1, activity-based probe fluorescence polarization; inhibition, % at 5.96 µM; 300,000 tested, 1.1% active; AID 1974;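 active = inhibition above the campaign mean inhibition plus 3 SD, cut at about 35% in these data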;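 also: 0% = GSTO1-1 with DMSO and 100% = wells lacking GSTO1-1 enzyme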
Numbers without * were called inactive; . = no result given.

The first 3 records (preview)
SMILES | ZTA counter | PAD4 inh | EBNA-1 inh | PAFAH2 FP inh | LYPLA2 counter | PAFAH1B3 inh | LYPLA1 counter | PREPL inhibitor | GSTO1 inh
COc1ccccc1CNC(=O)[C@H](CCSC)NC(=O)[C@@H]1Cc2ccccc2CN1 | 5 | -2 | 8 | 3 | 1 | 7 | 2 | 1 | 1
CC(NC(=O)CCCCCN1C(=O)c2ccccc2C1=O)c1ccc2c(c1)CCCC2 (stereo not drawn) | -8 | -4 | 3 | 6 | -6 | 7 | -1 | -14 | 8
COc1ccc(CCNC(=O)COC(=O)Cc2ccc(OC)cc2)cc1 | 8 | -1 | 8 | 3 | 1 | 6 | 6 | 10 | 0

The list itself, repeating the preview:
SMILES | ZTA counter | PAD4 inh | EBNA-1 inh | PAFAH2 FP inh | LYPLA2 counter | PAFAH1B3 inh | LYPLA1 counter | PREPL inhibitor | GSTO1 inh
COc1ccccc1CNC(=O)[C@H](CCSC)NC(=O)[C@@H]1Cc2ccccc2CN1 | 5 | -2 | 8 | 3 | 1 | 7 | 2 | 1 | 1
CC(NC(=O)CCCCCN1C(=O)c2ccccc2C1=O)c1ccc2c(c1)CCCC2 (stereo not drawn) | -8 | -4 | 3 | 6 | -6 | 7 | -1 | -14 | 8
COc1ccc(CCNC(=O)COC(=O)Cc2ccc(OC)cc2)cc1 | 8 | -1 | 8 | 3 | 1 | 6 | 6 | 10 | 0
O=C(Cc1ccc([N+](=O)[O-])cc1)Nc1ccc2c(c1)CCC2 | -3 | -1 | -2 | 4 | -7 | 7 | -7 | 9 | -2
O=C(CCSCc1ccccc1Cl)NCc1cccs1 | 7 | 3 | 6 | 2 | 6 | -3 | -3 | 0 | 8
Cn1c(=O)oc2cc(S(=O)(=O)N3CCC(C(=O)N4CCN(c5ccccc5)CC4)CC3)ccc21 | 6 | -2 | -1 | 5 | 14 | 6 | 4 | 5 | 5
Cc1cccc(NC(=O)Nc2ccc(OCc3ccccc3)cc2)n1 | 7 | 1 | -16 | -1 | -3 | 5 | -1 | 5 | -4
O=C1CN(CC(=O)N2CCOCC2)c2ccccc2O1 | 3 | 6 | 7 | . | 5 | . | 2 | 10 | 28
O=C1/C(=C/c2ccccn2)COc2ccccc21 | -5 | 0 | -4 | 10 | -2 | 0 | 2 | -3 | -1
Clc1ccc(-c2nnc(Sc3nc4ccccc4o3)c3ccccc23)cc1 | 0 | 10 | -8 | -10 | -1 | -3 | -3 | 15 | -18
CSc1nsc(SCC(=O)N2CCCc3ccccc32)n1 | 9 | 0 | -2 | 7 | -4 | 4 | -3 | 0 | -2
CC(=O)Nc1sc(C)c(C)c1C(=O)OCC(=O)N(CC(C)C)C1CCS(=O)(=O)C1 (stereo not drawn) | 0 | 0 | -11 | 2 | 4 | -1 | 0 | 15 | 6
COc1ccc(C(=O)OCC(=O)NCc2ccco2)cc1S(=O)(=O)N1CCN(c2cccc(Cl)c2)CC1 | 9 | 3 | 3 | 32* | 6 | 9 | -8 | -12 | -10
O=C(CNC(=O)c1ccccc1F)Nc1ccccc1C(F)(F)F | 22 | 3 | 2 | -3 | -2 | 5 | 0 | -2 | -6
Cc1[nH]nc2c1C(Cc1ccccc1)C(C#N)=C(N)O2 (stereo not drawn) | -18 | 1 | 8 | 3 | 10 | 8 | 5 | 7 | 8
CCOc1ccc(N2CC(C(=O)Nc3ccc(S(=O)(=O)Nc4nccs4)cc3)CC2=O)cc1 (stereo not drawn) | 16 | -2 | 3 | -2 | 6 | 8 | 2 | 1 | 1
Cc1[nH]c(C)c(S(=O)(=O)N2CCN(c3cccc(Cl)c3)CC2)c1C(=O)N1CCCCC1 | -1 | 0 | 1 | 4 | 12 | 9 | 0 | 34 | 0
CCc1sc(C(=O)N2CCc3ccccc32)cc1C | 12 | 1 | 6 | -8 | -1 | -5 | -2 | -5 | 0
CS(=O)(=O)Nc1cccc(S(=O)(=O)N2CCN(C(=O)c3ccccc3)CC2)c1 | -10 | 2 | -7 | 2 | 3 | 3 | 0 | -4 | 2
C#CCOCCOCCOCCNc1nc(N2CCN(C(=O)[C@H](CCCCN)n3cc(CC(C)O)nn3)CC2)nc(N2CCN(C(=O)[C@H](CCCCN)n3cc(CC(C)O)nn3)CC2)n1 (stereo partly drawn) | -33 | -4 | -11 | 1 | 0 | -6 | 1 | 0 | 11
O=C(NCc1ccc(F)cc1)C1CCN(S(=O)(=O)N2CCCCC2)CC1 | -11 | 5 | -2 | -10 | -2 | 6 | -3 | 17 | -5
O=C(Oc1ccc(N(Cc2cccs2)C2=NS(=O)(=O)c3ccccc32)cc1)c1ccc(Cl)cc1 | 5 | -5 | -13 | 11 | 8 | 6 | 0 | 10 | 2
CCc1nn(C(C)C(=O)N2CC(C)CC(C)C2)c(=O)c2cc3occc3n12 (stereo not drawn) | -11 | -2 | 7 | 2 | 4 | 7 | -3 | 13 | 8
O=C(CCN1CCN(Cc2ccccc2)CC1)Nc1cccc(Cl)c1 | -3 | 0 | -11 | -1 | -4 | 0 | -2 | 15 | 0
O=C(c1cccc(F)c1)N1CCN(C(=O)c2nn3cccnc3c2Cl)CC1 | 12 | -6 | 10 | -4 | 0 | -9 | 0 | -5 | 4

PAFAH2 FP inh: what is marked active above.
Structure	PAD4 inh	EBNA-1 inh	PAFAH2 FP inh	PAFAH1B3 inh	PREPL inhibitor
COc1ccc(C(=O)OCC(=O)NCc2ccco2)cc1S(=O)(=O)N1CCN(c2cccc(Cl)c2)CC1	3	3	32*	9	-12

Going on with the list.
SMILES | ZTA counter | PAD4 inh | EBNA-1 inh | PAFAH2 FP inh | LYPLA2 counter | PAFAH1B3 inh | LYPLA1 counter | PREPL inhibitor | GSTO1 inh
Clc1ccc2c(c1)C1OCCC1C(c1ccco1)N2 (stereo not drawn) | -12 | -12 | -26 | 1 | -3 | 7 | -2 | -2 | 2
C[C@@H]1CC=C[C@H]2[C@H]1C(=O)N(Cc1ccccc1)[C@H]2c1cccc([N+](=O)[O-])c1 | 7 | 0 | -3 | -4 | -4 | 4 | -3 | -2 | 0
CC1CCCCN1c1nnc(NC(=O)Cn2c(=O)oc3ccccc32)s1 (stereo not drawn) | 7 | 3 | 2 | 5 | 1 | 1 | 1 | 10 | -1
COCCNC(=O)/C(C#N)=C/C=C/c1ccccc1[N+](=O)[O-] | 4 | -1 | -5 | 4 | -3 | 6 | -2 | 10 | 44*
O=C(c1c(Cl)cccc1Cl)N1CCN(c2ccccn2)CC1 | 0 | -1 | -6 | -1 | -1 | -4 | -4 | 9 | 9
COc1ccc(CCNC(=O)C(=O)NCc2ccc(C(C)C)cc2)cc1OC | -12 | -1 | -5 | 4 | 4 | 6 | 1 | -1 | 2
CCn1nc(C(=O)OCC(=O)Nc2nc(-c3ccc(OC)cc3)cs2)c2ccccc2c1=O | 3 | 3 | 9 | -19 | 15 | 2 | 1 | 10 | 13
O=C(COc1cccc2ccccc12)N/N=C/c1ccc(Sc2nc3ccccc3s2)o1 | 1 | 2 | 2 | -48 | -52 | -24 | -28 | -14 | -31
CCc1cccc(OCC(=O)Nc2ccc(C(=O)O)cc2NC(=O)COc2cccc(CC)c2)c1 | 10 | 1 | 2 | 5 | 3 | 11 | -4 | -25 | -7
CCc1ccc(C2=Nn3c(nnc3-c3cccs3)SC2)cc1 | -1 | 1 | -3 | 3 | 9 | 2 | 0 | -23 | -17
CC(C)CN(C(=O)CN1CCc2ccccc21)c1c(N)n(CC(C)C)c(=O)[nH]c1=O | 4 | -3 | -2 | -9 | 5 | -2 | 1 | 3 | 10
C(=C1/CCCC2=C1Nc1ncnn1C2c1ccccc1)/c1ccccc1 (stereo not drawn) | -3 | 3 | -4 | . | 5 | . | -3 | 12 | -4
CCOC(=O)c1nnn(CC(=O)NC(=O)Nc2cccc(CC)c2)c1C(=O)OCC | 9 | -2 | 6 | -3 | -1 | 11 | -6 | 10 | 7
CC(O)CNCCCCOc1ccc(OCc2ccccc2)cc1 (stereo not drawn) | 6 | -2 | -5 | -3 | 2 | 5 | -2 | -7 | 11
CCNc1nc(NCC)n2c(SC(C(=O)Nc3cc(C)ccc3OC)c3ccccc3)nnc2n1 (stereo not drawn) | -4 | -2 | 1 | 7 | 0 | 3 | -1 | -14 | -1
COc1cccc(C2=CC(=O)CC(c3ccco3)C2)c1 (stereo not drawn) | 3 | 0 | 8 | -2 | -5 | 2 | -1 | -5 | 3
Cc1cccn2c(=O)c3cc(C(=O)NCCCOC(C)C)sc3nc12 | -1 | 0 | -5 | 1 | 4 | 6 | 1 | -5 | -3
CC1CCCN(CC(O)COc2ccc3c(c2)OCO3)C1 (stereo not drawn) | -1 | 0 | -9 | 9 | -5 | 2 | -2 | 4 | 5
CC(C)CC(NC(N)=O)C(=O)NCCc1ccc(Cl)cc1Cl (stereo not drawn) | -4 | 0 | -3 | 7 | 7 | 3 | -6 | 4 | 8
COc1ccc(C)cc1NC(=O)c1nn(C)c(C(=O)Nc2cc(C)ccc2OC)c1[N+](=O)[O-] | 2 | -2 | 2 | -4 | 7 | 1 | -7 | 3 | -3
CC1CCN(C(=O)CN(Cc2ccccc2)S(C)(=O)=O)CC1 | -5 | 1 | 0 | 4 | 8 | 11 | 1 | 12 | 4
O=C(Cn1cnc2c(nnn2Cc2ccc(Cl)cc2)c1=O)OCc1ccccc1 | 2 | 4 | 30* | 1 | 11 | 13 | 2 | -5 | 4
CCOC(=O)CC(=O)Nc1cc(Cl)ccc1O | -8 | 0 | -9 | 7 | 4 | 1 | 3 | 8 | 7
CSc1nc(SCC(N)=O)c2c3c(sc2n1)CN(C)CC3 | 4 | 4 | -3 | 8 | -2 | 6 | -4 | 31 | -6
CC(C)=CCSc1nnc([C@@H](NC(=O)OC(C)(C)C)C(C)C)o1 | -6 | 2 | -3 | -2 | 6 | 6 | -1 | 17 | 0
SMILES | ZTA counter | PAD4 inh | EBNA-1 inh | PAFAH2 FP inh | LYPLA2 counter | PAFAH1B3 inh | LYPLA1 counter | PREPL inhibitor | GSTO1 inh
COc1ccccc1-n1cnc2cc(NS(=O)(=O)c3ccccc3)ccc21 | 2 | 1 | -7 | 18 | 4 | 5 | 2 | -6 | 7
Fc1cccc(CSc2nc3ncc(Cl)cc3[nH]2)c1 | -10 | 1 | -6 | . | 2 | . | -1 | 5 | 10
COc1ccc(SC[C@H](C)CN2CC[C@H](C)CCC2=O)cc1 | -22 | 5 | . | 8 | -1 | 5 | 1 | -18 | .
Cc1ccc(Oc2ccc(S(=O)(=O)N3CCOCC3)cc2C(N)=O)c(-n2nc3ccccc3n2)c1 | -18 | -4 | -9 | 9 | 4 | -1 | 0 | 11 | -1
Cc1ccc(Cl)cc1NC(=O)CC1NC2CCCCC2NC1=O (stereo not drawn) | 3 | -3 | 1 | 3 | 5 | 11 | 1 | 7 | 2
COc1cccc(CCNC(=O)c2ccc(C#N)cc2)c1 | 9 | -4 | 11 | 6 | 10 | 13 | -1 | 4 | 10
Cn1c(=O)c(-c2ccccc2)c(O)c2ccccc21 | -22 | 4 | 4 | -1 | 3 | 8 | 4 | 8 | 1
CCc1nnc(NS(=O)(=O)c2ccc(NCc3cc(Cl)ccc3O)cc2)s1 | 10 | -6 | 11 | 5 | 1 | 8 | -2 | -3 | 3
CC1CCCCN1S(=O)(=O)c1cccc(S(=O)(=O)N2CCOCC2)c1 (stereo not drawn) | -1 | 1 | 0 | 5 | -9 | 5 | 1 | -14 | 2
Cc1ccc(C(=O)N2CCN(C34CC5CC(CC(C5)C3)C4)CC2)o1 | 3 | -3 | -3 | 0 | -3 | -3 | -3 | 3 | 4
Cc1ccc(S(=O)(=O)NN=Cc2ccc(N3CCOCC3)cc2)cc1[N+](=O)[O-] | . | -2 | . | 5 | . | 5 | . | 16 | .
O=C(CSc1nnnn1-c1ccc2c(c1)OCCO2)OC1CCCCC1 | 6 | -1 | -7 | 10 | 7 | 5 | -2 | -9 | 2
CC1(C)CC(=O)C(C=NCCN2CCN(C3CC(=O)N(c4cccc(Br)c4)C3=O)CC2)=C(O)C1 (stereo not drawn) | 2 | 2 | -1 | 5 | 3 | 3 | 1 | 3 | 7

A portion of the library; count on the stated rates, not on these rows.
